mcGAS RapidFire: mouse cGAS inhibition by mass spec; Q8C6L5; recombinant mouse cGAS, cGAMP by RapidFire MS; AID 1259397; inhibition, % at 12.5 µM; 130,000 tested, 0.18% active;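 active = inhibition of cGAS enzyme activity at or above 60%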;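 note: enzyme stimulated by 45 bp dsDNA with ATP and GTP substrates; cGAMP share of summed cGAMP plus half ATP and half GTP signals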
Target sequence (Q8C6L5 whole entry, looked up): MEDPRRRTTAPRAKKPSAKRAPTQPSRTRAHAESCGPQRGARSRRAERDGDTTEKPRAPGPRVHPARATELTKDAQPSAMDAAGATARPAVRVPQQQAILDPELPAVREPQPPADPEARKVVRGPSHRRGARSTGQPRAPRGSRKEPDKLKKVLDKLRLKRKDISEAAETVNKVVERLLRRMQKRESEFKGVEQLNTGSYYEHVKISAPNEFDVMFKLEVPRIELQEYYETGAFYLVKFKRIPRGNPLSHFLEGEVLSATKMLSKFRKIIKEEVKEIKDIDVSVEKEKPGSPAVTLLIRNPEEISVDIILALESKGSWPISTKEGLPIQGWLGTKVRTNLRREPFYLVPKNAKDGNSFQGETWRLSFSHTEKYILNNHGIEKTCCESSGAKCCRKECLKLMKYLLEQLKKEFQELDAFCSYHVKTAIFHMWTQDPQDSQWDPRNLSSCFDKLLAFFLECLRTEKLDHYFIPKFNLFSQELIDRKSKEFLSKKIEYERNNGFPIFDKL
* marks the source's active call; other numbers are inactive results; & = joins results of further samples. Some of the compounds tested; rates above refer to the full screens.

mcGAS RapidFire | SMILES
-10.0 | CCOc1cc(C=C2N=C(c3ccc(OC)c(OC)c3)OC2=O)cc(Br)c1OC
-11.6 | C=CCN(Cc1cnc(C)n1C)C1(C)CCS(=O)(=O)C1 (centres undefined)
0.0 | CCC(C)Cc1c(C)sc2nc(CSc3nnc(C4CC4)n3C)[nH]c(=O)c12 (centres undefined)
-9.1 | CSc1cccc(NC(=O)NCC2(N(C)C)CCCC(C)C2)c1 (centres undefined)
-7.1 | COc1cccc(NC(=O)C2(C#N)Cc3ccccc3N3CCCC32)c1 (centres undefined)
-2.8 | Cc1cnn(C(=O)c2ccc(Cl)s2)c1
9.6 | CCc1ccc(C(=O)NCCC(=O)OC)o1
-8.1 | CS(=O)(=O)c1cccc(NC(=O)C=Cc2ccc3c(c2)OCCCO3)c1
-1.4 | OC(c1ccccc1)c1cn[nH]c1 (centres undefined)
-15.7 | Cc1noc(C)c1CNC(C)COc1ccccc1 (centres undefined)
-10.2 | Oc1cccc(CN2CCN(c3nccc(CCC(F)(F)F)n3)CC2)c1
-5.3 | COc1ccc(-c2cc(COC(=O)c3cc4ccccc4o3)no2)cc1OC
3.7 | CN(C)C(=O)C1CCCN1C(=O)C(=O)Nc1cc(F)cc(F)c1 (centres undefined)
-15.7 | CS(=O)(=O)N1CCN(c2ccc([N+](=O)[O-])c(N3CCc4ccccc4C3)c2)CC1
-6.2 | O=C(C1CCCCC1)N1CCN(Cc2nc(-c3ccsc3)no2)CC1
-2.9 | CCOC(=O)c1sc(NC(=O)CC(C)C)nc1C
-6.6 | NC(=S)N=Nc1c2[nH]c3ccccc3nc-2c2ccccc12
31.2 | C/C(C=C(C#N)C#N)=C/C(C#N)C#N
-13.7 | CC1=NN(c2ccccc2)C(=O)C1N=Nc1nc2ccccc2n1C (centres undefined)
-1.9 | NC1c2ccccc2-c2ccccc21
-5.5 | COc1ccccc1Oc1ncccc1CNC(=O)c1ccccc1SC
-1.1 | CC(Sc1nc(N)nc2nc[nH]c12)C(=O)N[C@H]1CCOC1=O (some centres undefined)
-5.1&1.0 | Cc1ccc(C(=O)N2CCC(C(=O)Nc3cccc(-c4nnc(C)s4)c3)CC2)cn1
-0.4 | NC(=O)C1CCCCN1C(=S)NC1CCCCC1 (centres undefined)
-13.9 | CNC(=O)CC1C(=O)NCCN1Cc1nc2ccccc2n1C(C)C (centres undefined)
-2.2 | Cc1ccc(C(=O)Nc2cccc(Cl)c2C(N)=O)c(C)n1
-1.8 | Cc1ccc(NC(=O)CN2CCN(C(=O)c3ccncc3)CC2)cc1
-8.7 | CCCCc1noc(CN2C(=O)S/C(=C/c3cccs3)C2=O)n1
-4.6 | CC(c1ccc(Cl)cc1)N1CCN(C(=O)c2n[nH]c(=O)[nH]2)CC1 (centres undefined)
-1.0 | Cc1cc(C(=O)NNC(=O)Cc2csc(C)n2)c(C)o1
-11.9 | Cc1ccc(C)c(S(=O)(=O)NCCn2ncc3c(N4CCCCCC4)ncnc32)c1
-25.4 | COCC1(NC(=O)c2ccc(=O)[nH]c2)CCCC1
-4.8 | CC(Cc1cccc(C(F)(F)F)c1)C(=O)NCC1(O)CCS(=O)(=O)CC1 (centres undefined)
-21.9 | COc1cc2c(cc1CN1CC3(CCNCC3)CC1C(=O)O)OCO2 (centres undefined)
8.2 | CCOc1ccccc1OCC(=O)OC1CCOC1=O (centres undefined)
-4.7 | Cn1c(C(=O)O)ccc1-c1cccc(Br)c1
-7.7 | C=CCNC(=O)NC1(C)CCS(=O)(=O)C1 (centres undefined)
-8.9 | CC(=O)OC1CC2CCCCC2(C)C2CC(O)C(C)(C3SCCS3)CC12 (centres undefined)
-8.6 | NC(=O)C1CCN(C(=O)c2ccc(OCc3nc(C4CC4)cs3)cc2)CC1
-9.0 | COCCn1cnnc1CN(C)c1nc(C(C)(C)C)nc2c1cnn2C
-27.6 | CC(Oc1ccc(C#N)cc1)C(=O)NN1C(=O)NC2(CCCCC2)C1=O (centres undefined)
-1.7 | COc1cccc(CN(C)Cc2nc(-c3ccco3)no2)c1
8.3 | O=C1CCCc2cc(C(=O)Cn3nc(-c4ccc(F)cc4)oc3=O)ccc2N1
-5.7 | CC1CN(CCNC(=O)NCCNc2cnccn2)CC(C)O1 (centres undefined)
-12.7 | CSC(C)C(=O)Nc1ccc(Br)cc1 (centres undefined)
-9.1 | CC(=CC(=O)OCC(=O)NC1CC1)C(=O)OCC(=O)NC1CC1
-38.0 | Nc1nn(CC2CC2)c2ccccc12
2.1 | COc1cc2cc(C(=O)N3CCC(C(N)=O)(N4CCCCC4)CC3)[nH]c2cc1OC
-7.4 | CC(C)c1nc(CNCC2CCN(CCO)CC2)no1
1.3 | COc1ccc(C2=NN(S(C)(=O)=O)C(c3cccc(OC)c3OC)C2)cc1 (centres undefined)
-5.8 | Clc1cc2c(c(CN3CCOC(c4ccccc4)C3)c1)OCOC2 (centres undefined)
1.0 | NC(=O)C1CCN(C(=O)C2c3ccccc3C(=O)N(c3ccccc3)C23CCCC3)CC1 (centres undefined)
-1.8 | CS(=O)(=O)c1ccc(F)cc1
6.9 | Cc1c(Br)cnn1CC(=O)N1N=CCC1(O)C(F)(F)F (centres undefined)
-7.6 | COCc1cc(NCc2cccnc2Oc2ccc(C)nc2)ncn1
-9.2 | O=C(C1=C(O)C(=O)N(c2nncs2)C1c1cccs1)c1cccs1 (centres undefined)
-1.4 | COC(=O)c1ccc(CN2C(=O)c3cnc(-c4ccc(Cl)cc4)nc3C[C@H]2C)cc1
-1.6 | Cc1nc2ccccc2c(=O)n1-c1cccc(NC(=O)CC2CCCCC2)c1
2.6 | Cc1ccc(NC2CCCN(C(=O)C3CCCCC3)C2)cc1C (centres undefined)
-3.9 | c1ccc2[nH]c(-c3ccc(Sc4nnnn4C4CCCC4)nc3)nc2c1

Another view of part of the listing above.
CC(Cc1cccc(C(F)(F)F)c1)C(=O)NCC1(O)CCS(=O)(=O)CC1 (centres undefined)
  mcGAS RapidFire = -4.8

COc1cc2c(cc1CN1CC3(CCNCC3)CC1C(=O)O)OCO2 (centres undefined)
  mcGAS RapidFire = -21.9

CCOc1ccccc1OCC(=O)OC1CCOC1=O (centres undefined)
  mcGAS RapidFire = 8.2

The listing continues:
mcGAS RapidFire | SMILES
-18.1 | COCCc1noc(CN2C[C@@H]3C4CCC(CC4)[C@@H]3C2)n1
-3.7 | COc1ccc(CN2C(=O)CC(C(=O)Nc3cccc(C)c3)SC2=Nc2ccc(F)cc2)cc1 (centres undefined)
-13.7 | Cc1cnccc1N1CCCN(C(=O)CC2COCCN2)CC1 (centres undefined)
12.0 | CCc1cccc2c1N(C(=O)C(C)S(=O)(=O)C(C)C)CCC2 (centres undefined)
-5.0 | CCNC(=O)c1ccccc1-c1ccc(F)c(CO)c1
-10.1 | Cc1cc(C)nc(N=C(N)Nc2ccccc2O)n1
-0.7 | Cc1ccsc1CNC(=O)Nc1ccnn1C1CCCC1
-3.9 | O=C(Nc1ccccc1)N(Cc1ccccc1)C(=O)c1c2c(nc3ccccc13)CCNC2
-5.6 | CC(=O)Nc1cccc2c1N(C(=O)c1sc(-c3ccccc3)nc1C)CCC2
0.1 | CCNC(=O)NC(=O)C(C)OC(=O)C1CSC2(C)CCC(=O)N12 (centres undefined)
-7.6 | Cc1c(C(=O)NCc2ccc3c(c2)OCO3)sc(=O)n1Cc1ccc(S(C)(=O)=O)cc1
-0.4 | Cc1cc(C)c(NC2=NS(=O)(=O)c3ccccc32)c(Cl)c1
-4.8 | O=C(c1ccc[n+]([O-])c1)N1CCOC(CCc2ccccc2)C1 (centres undefined)
-6.1 | O=C(c1ccc(-n2cccn2)cc1)N1CCOC(Cc2ccccc2)C1 (centres undefined)
-31.4 | Cc1nn(C(C)C)c(C)c1S(=O)(=O)Nc1cc(C(=O)O)ccc1F
-4.5 | Fc1ccccc1C1CC(c2ccc(Br)cc2)=NN1c1nc(-c2ccccc2)c2cc(Cl)ccc2n1 (centres undefined)
-9.9 | CCC1CCCCN1C(=O)c1ccc(N2CCNC2=O)cc1 (centres undefined)
-5.6 | Cc1cccc2c1C(=O)N(CCc1ccccc1)C(c1cscn1)N2 (centres undefined)
-6.0 | CCc1[nH]nc(NC(=O)CN(C)C(C)C)c1C
-7.2 | O=C(NC1CCCCC1)N1CCn2cccc2C1c1ccc(Cl)cc1 (centres undefined)
-3.2 | COc1ccccc1Nc1ncc(C(F)(F)F)cc1Cl
-47.9 | CC1=NN(C(=O)c2ccc(OCc3ccc(C)cc3)cc2)C(O)(C(F)(F)F)C1 (centres undefined)
-6.4 | CC1CCCC(NC(=O)c2ccc(S(=O)(=O)N(C)C)o2)C1 (centres undefined)
-6.6 | CCN(C(=O)C(C)OC(=O)CCNC(=O)CCC(=O)c1cccs1)C1CCS(=O)(=O)C1 (centres undefined)
-16.7 | CN(Cc1ccsc1)Cc1nc2sc(-c3ccccc3)cc2c(=O)[nH]1
-7.8 | Cc1ccc(NC(=O)C(C)OC(=O)C2CCCN2S(C)(=O)=O)cc1F (centres undefined)
-4.5 | CC(C)Cc1noc(Cn2cc(I)cn2)n1
-5.8 | COc1ccc(CNC(=O)C2=C(Cl)CCCC2)cc1
-15.4 | c1ccc(C2CCCN2C2CSCCSC2)nc1 (centres undefined)
-9.8 | C[C@H](c1ccc(Cl)cc1)n1c(CN)n[nH]c1=O
-8.3 | COc1cccc(C(C2Sc3nc(C)nn3C2=O)N2CCC3(CC2)OCCO3)c1 (centres undefined)
-6.2 | c1ccc(-n2nc3c(n2)-c2nonc2CC3)cc1
-6.5 | COc1ccc(Cn2cc(C(=O)N(C)Cc3nonc3C)nn2)cc1
-2.8 | Cc1ccc(C(=O)Nc2cc(-c3cccs3)nn2-c2nc(C)c(C)c(=O)[nH]2)cc1
-16.9 | COc1cc(-c2nnc(CSc3cccc[n+]3[O-])o2)cc(OC)c1OC
-6.4 | CCNc1cc(C)nc(N2CCN(C(=O)C(C)(C)C)CC2)n1

A second format for some results above.
Structure | mcGAS RapidFire
COc1cccc(C(C2Sc3nc(C)nn3C2=O)N2CCC3(CC2)OCCO3)c1 (centres undefined) | -8.3
c1ccc(-n2nc3c(n2)-c2nonc2CC3)cc1 | -6.2
COc1ccc(Cn2cc(C(=O)N(C)Cc3nonc3C)nn2)cc1 | -6.5
Cc1ccc(C(=O)Nc2cc(-c3cccs3)nn2-c2nc(C)c(C)c(=O)[nH]2)cc1 | -2.8
COc1cc(-c2nnc(CSc3cccc[n+]3[O-])o2)cc(OC)c1OC | -16.9

Further structures:
mcGAS RapidFire | SMILES
-10.8 | C=CCn1c(SCC(=O)N2CCCC2)nc2sc3c(c2c1=O)CCCC3
-6.2 | Cc1noc(C)c1CC(=O)Nc1cnn(-c2ccccc2Cl)c1
-22.3 | Nc1nonc1-c1noc(-c2ccccc2F)n1
-2.9 | Cc1cccc(-n2c(SCC#N)nc3cc(C(=O)O)ccc3c2=O)c1C
-5.2 | Cc1ccc(-c2cc(CO)no2)cc1
-14.3 | O=c1[nH]c(CN2CCN(c3cc(=O)n4ccccc4n3)CC2)nc2ccccc12
-10.0 | CC(C)N(C)S(=O)(=O)Nc1ccn(-c2ccccc2)n1
-2.9 | Cn1ccnc1CCC1CCCCN1C(=O)NCc1cccc(F)c1 (centres undefined)
16.2 | CN(C)c1ccc(/C=C2/C(=N)N3N=C(c4ccco4)SC3=NC2=O)cc1Br
-7.9 | NC(=O)c1ncn2c(C(=O)N3CCCC3c3ccc4c(c3)OCCO4)cc(-c3ccccc3)nc12 (centres undefined)
14.1 | CCn1ccc(C(=O)Nc2nnc(-c3cc(C)nn3C)o2)n1
-6.8 | Cn1c(-c2ccccc2)nn(CCNC(=O)Cc2ccccc2)c1=O
-4.9 | Cc1nc2ccccc2nc1N1CCN(S(=O)(=O)Cc2ccccc2)CC1
-12.4 | Cc1nn(C(C)C)c(C)c1S(=O)(=O)Nc1cccc(F)c1
-5.6 | CCc1noc(C)c1C(=O)N1CCCC(Nc2ccc3c(c2)OCCO3)C1 (centres undefined)
-4.7 | COc1cc(-c2ccccc2C(F)(F)F)nc(N)n1
-7.3 | O=C(Cc1ccc(F)cc1)OCc1cc(-c2ccccc2)on1
-6.1 | COC(=O)c1ccc(CNC(=O)C(C)OC(=O)c2cc(Cl)c[nH]2)cc1 (centres undefined)
-10.4 | Cc1cc(C)c(NC(=O)CCc2ncc(-c3ccc(F)cc3F)o2)c(C)c1
-8.3 | Cc1cccc(Cl)c1NCC(=O)N(C)c1ccccc1
-6.1 | O=C(CCC1CCCCC1)NCCn1nc(-c2cccnc2)ccc1=O
-5.6 | CNC(=O)C1CCN(Cc2nc(-c3ccc(F)cc3)no2)CC1
-15.3 | COC(=O)c1ccoc1COC(=O)C1(c2ccc(Cl)cc2)CCC1
-5.0 | CCCCC1=NN2C(=N)/C(=C/c3ccc(N(C)C)cc3)C(=O)N=C2S1
3.5 | COCCNC(=O)C1CCCN(C2CCN(C(=O)c3cnn(C)c3)CC2)C1 (centres undefined)
-11.1 | Cc1ccsc1C(=O)N1CCC1(C)C(=O)NC(C)C (centres undefined)
-0.1 | CC(=O)Nc1ccc(C(=O)NC(C)c2ccc(Cl)cc2)s1 (centres undefined)
-5.0 | Cc1nn2c(ncc3c(=O)n(CCN4CCOCC4)ccc32)c1-c1ccccc1
0.5 | O=C1C(SC2CCCc3ccccc32)CCN1C1CCOCC1 (centres undefined)
-14.1 | CCc1oc(C(N)=O)cc1CN1CCC=C(CN(C)C(C)=O)C1
-5.2 | CC(C)c1ccc(C2N=C(N)Nc3nc4cc5c(cc4n32)OCCCO5)cc1 (centres undefined)
-1.4 | CSc1ccccc1OCc1cc(C(=O)NCCn2ccnc2C)no1
-1.2 | Nc1nc(-c2ccc(Br)s2)cs1
-5.1 | COc1ccc(OCc2n[nH]c(=S)n2Cc2ccco2)cc1
4.2 | CC(CCNC(=O)c1cn[nH]n1)c1cccc(C(F)(F)F)c1 (centres undefined)
-6.3 | CCn1c(C2CCCN(C(=O)c3cc(CC(C)C)no3)C2)n[nH]c1=O (centres undefined)
1.6 | COc1ccc(OC)c(C(C)NC(=O)c2ccc3n[nH]nc3c2)c1 (centres undefined)
-1.1 | COc1cccc(N(C(C)=O)C2C=CS(=O)(=O)C2)c1 (centres undefined)
-10.7 | COc1cccc(CN(C)C(=O)c2sc(=O)n(Cc3cccc(F)c3)c2C)c1
